Granule exo inh – lytic granule exocytosis inhibition; TALL-104 LAMP-1 surface exposure, flow cytometry; cells stimulated with thapsigargin and PMA; inhibition, % at 10 µM; actives 0.66% (n = 360,000); AID 651702;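 active = inhibition above about 55%, limit read from the data; inconclusive = no clear call, values can overlap the other calls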
aDG glyco act – alpha-DG glycosylation activation; Pro5-aDG cells, alpha-DG glycosylation AlphaScreen (IIH6); 0% Pro5, 100% B10-LARGE cell signal; activation, % at 10 µM; actives 0.22% (n = 360,000); AID 624168;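 active = activation of at least 8% versus controls, or a plate z-score of at least 8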;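 also: Pro5 are CHO cells carrying HIG-tagged alpha-DG that lacks glycosylation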
MC4R antag cAMP – human MC4R antagonism in cAMP assay; MC4R-expressing cells, MTII-stimulated cAMP, LANCE TR-FRET; P32245; AID 540295; inhibition, % at 6.5 µM; actives 0.48% (n = 360,000);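 active = inhibition above its plate's cutoff, the mean of tested wells on that plate plus 3 SD, cut at about 29% in these data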;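 also: 0% = Melanotan II alone and 100% = Melanotan II plus saturating MCL0020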
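System: U2OS cells stably expressing human melanocortin 4 receptor (MC4R). Reagent: Melanotan II challenge after compound preincubation. Doses: 6.5 µM. Times: 30-min compound, 1-h challenge, 1-h detection, room temperature. Measured by: TR-FRET with Eu-cAMP and labeled anti-cAMP, 671 nm. Replicates: singlicate.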
hiPSC survival – enhancers of human iPSC single-cell survival. hiPSC single-cell survival, ATPlite luminescence; 100% = ROCK inhibitor wells, 0% = DMSO. survival enhancement, % at 20 µM. actives 0.044% (n = 360,000); in the data active = survival enhancement above about 18%;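 also: cells exposed to compounds for 16 hours before the ATP read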
ABCB6 inh MLPCN – inhibitors of human ABC transporter ABCB6. K562-ABCB6 porphyrin accumulation, flow cytometry, 1 h; stronger effect = lower value. fluorescence ratio to DMSO, % at 10 µM. actives 0.19% (n = 360,000). AID 602162;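 active = fluorescence ratio to DMSO below 75%, the collection mean minus 3 SD; inconclusive = too few cells collected in the well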;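 also: signal is porphyrin accumulated inside mitochondria; 100% equals median channel fluorescence of DMSO control wells; lower ratio means ABCB6 inhibition with less porphyrin fluorescence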
ABHD5-PLIN5 inh – blocks binding of human ABHD5 to perilipin-5; actives 0.78% (n = 360,000); Split G. princeps luciferase complementation, luminescence, 4 h; inhibition, % at 4 µM; Q00G26+Q8WTS1;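 active = inhibition above the mean inhibition across every tested compound plus 3 SD, cut at about 22% in these data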;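 also: 0% = DMSO only wells and the 100% control is not disclosed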
Target sequence (Q00G26 whole entry, looked up): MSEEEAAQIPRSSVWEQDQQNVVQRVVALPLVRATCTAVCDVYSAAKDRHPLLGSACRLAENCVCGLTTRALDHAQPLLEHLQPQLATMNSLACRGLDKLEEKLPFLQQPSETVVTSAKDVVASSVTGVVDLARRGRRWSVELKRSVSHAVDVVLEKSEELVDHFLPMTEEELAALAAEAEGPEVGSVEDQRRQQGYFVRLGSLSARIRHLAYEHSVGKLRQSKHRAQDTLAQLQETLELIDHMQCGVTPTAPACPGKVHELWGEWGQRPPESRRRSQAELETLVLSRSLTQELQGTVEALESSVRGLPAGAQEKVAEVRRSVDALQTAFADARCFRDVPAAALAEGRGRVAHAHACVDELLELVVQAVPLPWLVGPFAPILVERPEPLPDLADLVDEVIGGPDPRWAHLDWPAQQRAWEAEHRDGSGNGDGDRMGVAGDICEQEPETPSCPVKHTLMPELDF
Target sequence (Q8WTS1 whole entry, looked up): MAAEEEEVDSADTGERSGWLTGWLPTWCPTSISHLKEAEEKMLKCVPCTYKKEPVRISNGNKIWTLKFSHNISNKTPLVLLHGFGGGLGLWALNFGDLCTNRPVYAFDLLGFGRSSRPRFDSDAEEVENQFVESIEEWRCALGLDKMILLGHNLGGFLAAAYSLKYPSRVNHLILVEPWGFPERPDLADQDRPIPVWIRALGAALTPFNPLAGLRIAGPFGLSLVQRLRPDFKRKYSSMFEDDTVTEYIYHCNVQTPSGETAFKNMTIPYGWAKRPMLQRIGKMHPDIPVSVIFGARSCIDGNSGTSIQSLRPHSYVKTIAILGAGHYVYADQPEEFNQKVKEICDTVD
MC4R ag barr – human MC4R agonism via beta-arrestin | U2OS MC4R beta-arrestin complementation, luminescence; percent of melanotan II response, DMSO zero | activation, % at 8.9 µM | actives 0.98% (n = 360,000) | AID 540308;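 active = activation above a per-plate cutoff, the mean activation of sample wells on that plate plus 3 SD, cut at about 8% in these data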
Glyco luc inh – N-linked glycosylation inhibition; D54 ERlucT glycosylation luciferase reporter, 24 h; percent of 100 nM tunicamycin response; reporter increase, % at 12.5 µM; actives 0.23% (n = 360,000); AID 588692;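 active = mean luciferase reporter signal, scaled so untreated is 0 and the glycosylation-blocking control 100, at or above a set limit in every replicate; inconclusive = mean reaches the limit but not every replicate does; inactive = mean below the limit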;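 also: luciferase carries N-glycosylation sites so blocking glycosylation raises the light; 0% = median of neutral control wells and 100% = median of 100 nM tunicamycin wells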
HTR2A ag – activates the mouse 5-HT2A serotonin receptor; P35363; CHO-K1 mHTR2A beta-arrestin complementation, luminescence; percent of 30 µM serotonin response; activation, % at 7.6 µM; actives 0.66% (n = 360,000); AID 624169;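 active = activation above a run cutoff, the mean activation of all tested compounds plus 3 SD, cut at about 14% in these data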;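 also: 0% = plate median of compound wells and 100% = 30 µM serotonin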
H9c2 protect – modulators protecting cardiomyocytes from myocardial damage. H9c2 cardiomyocytes, H2O2 injury protection, ATPLite, 2 h. protection from H2O2 cell death, % at 20 µM. actives 0.63% (n = 360,000);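 active = compounds giving at least 50% protection of heart cells from peroxide-induced death in the single-dose screen, raw or plate-pattern-corrected value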;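 also: 0% = DMSO wells with peroxide and 100% = DMSO wells without peroxide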
* marks the source's active call; other numbers are inactive results. Outcome played no part in choosing rows; overall some 4.5% were active at least once.

`OC(CSc1ccccc1Cl)CN1CCN(c2ccccc2F)CC1` (stereo not drawn) gave Granule exo inh -2, aDG glyco act 0.0, MC4R antag cAMP 13, hiPSC survival -0.5, ABCB6 inh MLPCN 101, ABHD5-PLIN5 inh 5, MC4R ag barr 5.7, Glyco luc inh -1, HTR2A ag 2 and H9c2 protect -3.
Screening CCS(=O)(=O)CCSc1nc2ccccc2s1 returned Granule exo inh -3, aDG glyco act 0.1, MC4R antag cAMP -2, hiPSC survival 8.4, ABCB6 inh MLPCN 99, ABHD5-PLIN5 inh -6, MC4R ag barr -3.2, Glyco luc inh 1, HTR2A ag 2 and H9c2 protect 3.
For CCN1CCCC1CNC(=O)c1cc([N+](=O)[O-])c(N(C)C)cc1OC (stereo not drawn) the results were Granule exo inh 5, aDG glyco act -0.1, MC4R antag cAMP -2, hiPSC survival -0.4, ABCB6 inh MLPCN 95, ABHD5-PLIN5 inh 5, MC4R ag barr -0.6, Glyco luc inh -2, HTR2A ag -4 and H9c2 protect 16.
For O=C(Nc1c(-c2ccccc2)[nH][nH]c1=O)c1ccco1 the results were Granule exo inh -1, aDG glyco act -0.1, hiPSC survival 3.2, ABCB6 inh MLPCN 96, ABHD5-PLIN5 inh -42, Glyco luc inh 1, HTR2A ag 2 and H9c2 protect 4.
N#CCC(=O)Nc1ccc(C(=O)OC(C(=O)Nc2ccc([N+](=O)[O-])cc2Br)c2ccccc2)cc1 (stereo not drawn) was read as Granule exo inh -6, aDG glyco act -0.3, MC4R antag cAMP 5, hiPSC survival 0.4, ABCB6 inh MLPCN 94, ABHD5-PLIN5 inh -1, MC4R ag barr -1.7, Glyco luc inh -1, HTR2A ag 0 and H9c2 protect -11.
For Cc1ccc(S(=O)(=O)CCSc2n[nH]c(=O)n2-c2ccc3c(c2)OCCO3)cc1 the results were Granule exo inh 2, aDG glyco act -0.1, MC4R antag cAMP 7, hiPSC survival 0.2, ABCB6 inh MLPCN 92, ABHD5-PLIN5 inh 8, MC4R ag barr 0.3, Glyco luc inh -3, HTR2A ag 4 and H9c2 protect 1.
`CCN(CC)C(=O)C1CCCN(Cc2cccc(Cl)c2)C1` (stereo not drawn) gave Granule exo inh 2, aDG glyco act -0.2, MC4R antag cAMP -2, hiPSC survival -0.9, ABCB6 inh MLPCN 104, ABHD5-PLIN5 inh -1, MC4R ag barr -1.1, Glyco luc inh -1, HTR2A ag -2 and H9c2 protect 2.
`CC(C)(C)c1ccc(OCCCC(=O)Nc2nnc(C3CC3)s2)cc1` gave Granule exo inh -2, aDG glyco act 1.8, MC4R antag cAMP 6, hiPSC survival -1.2, ABCB6 inh MLPCN 96, ABHD5-PLIN5 inh 9, MC4R ag barr 2.8, Glyco luc inh 0, HTR2A ag 5 and H9c2 protect -6.
Screening CCCn1c(=O)c(C(=O)NNC(=O)c2ccc(Cl)cc2Cl)c(O)c2ccccc21 returned Granule exo inh -2, aDG glyco act -0.5, MC4R antag cAMP 0, hiPSC survival -0.4, ABCB6 inh MLPCN 99, ABHD5-PLIN5 inh 6, MC4R ag barr -1.8, Glyco luc inh 1, HTR2A ag 11 and H9c2 protect 1.
CCCc1[nH]n(-c2ccc([N+](=O)[O-])cc2)c(=O)c1C=NCCCn1ccnc1 was read as Granule exo inh 0, aDG glyco act -0.2, MC4R antag cAMP -2, hiPSC survival -2.2, ABCB6 inh MLPCN 106, ABHD5-PLIN5 inh 9, MC4R ag barr 1.6, Glyco luc inh -1, HTR2A ag 5 and H9c2 protect -5.
Screening COc1ccccc1OCCn1cc(/C=C(\C#N)C(=O)NCc2ccco2)c2ccccc21 returned Granule exo inh 7, aDG glyco act -0.2, MC4R antag cAMP 8, hiPSC survival -1.7, ABCB6 inh MLPCN 99, ABHD5-PLIN5 inh 4, MC4R ag barr 1.3, Glyco luc inh -4, HTR2A ag -3 and H9c2 protect -2.
For CCN(c1cccc(C)c1)S(=O)(=O)c1ccc(OC)c([N+](=O)[O-])c1 the results were Granule exo inh -3, aDG glyco act 0.1, MC4R antag cAMP 5, hiPSC survival -0.2, ABCB6 inh MLPCN 78, ABHD5-PLIN5 inh -11, MC4R ag barr -1.3, Glyco luc inh 0, HTR2A ag -5 and H9c2 protect -11.
COc1cc(C(=O)NCC(=O)NNC(=O)C2COc3ccccc3O2)cc(OC)c1OC (stereo not drawn) was read as Granule exo inh -6, aDG glyco act -0.1, MC4R antag cAMP 6, hiPSC survival -2.1, ABCB6 inh MLPCN 105, ABHD5-PLIN5 inh -1, MC4R ag barr 1.1, Glyco luc inh 2, HTR2A ag 3 and H9c2 protect 2.
CC(C)CN1CCC(=O)N([C@H](CN=[N+]=[N-])Cc2ccccc2)CC1 was read as Granule exo inh -1, aDG glyco act 0.2, MC4R antag cAMP 15, hiPSC survival -0.9, ABCB6 inh MLPCN 101, ABHD5-PLIN5 inh 4, MC4R ag barr -0.6, Glyco luc inh -1, HTR2A ag 0 and H9c2 protect 8.
For C=CCN1C(=O)CN=C1Nc1cc(C)cc(C)c1 the results were Granule exo inh 1, aDG glyco act 0.4, MC4R antag cAMP 1, hiPSC survival -2.9, ABCB6 inh MLPCN 87, ABHD5-PLIN5 inh -4, MC4R ag barr 1.4, Glyco luc inh 1, HTR2A ag -3 and H9c2 protect 4.
Cc1c(NC(=O)c2cccs2)cccc1NC(=O)c1cccs1 was read as Granule exo inh 0, aDG glyco act -0.3, MC4R antag cAMP -2, hiPSC survival -0.3, ABCB6 inh MLPCN 103, ABHD5-PLIN5 inh 2, MC4R ag barr 0.4, Glyco luc inh 2, HTR2A ag 2 and H9c2 protect 1.
Screening Clc1ccc(Sc2oc(/C=N/n3cnnc3)cc2Br)cc1 returned Granule exo inh -4, aDG glyco act 0.1, MC4R antag cAMP -1, hiPSC survival -0.7, ABCB6 inh MLPCN 101, ABHD5-PLIN5 inh 6, MC4R ag barr -0.2, Glyco luc inh 1, HTR2A ag 2 and H9c2 protect -1.
`O=C(CSc1nnc(CNC(=O)c2cccs2)o1)Nc1cccc(F)c1` gave Granule exo inh -1, aDG glyco act -0.3, MC4R antag cAMP 12, hiPSC survival -0.1, ABCB6 inh MLPCN 102, ABHD5-PLIN5 inh -3, MC4R ag barr -0.2, Glyco luc inh 1, HTR2A ag -4 and H9c2 protect -1.
Clc1ccc2c(NNc3ccccc3Cl)ccnc2c1 was read as Granule exo inh 1, aDG glyco act -0.2, MC4R antag cAMP -4, hiPSC survival -1.6, ABCB6 inh MLPCN 94, ABHD5-PLIN5 inh 1, MC4R ag barr -1.1, Glyco luc inh -3, HTR2A ag 4 and H9c2 protect -6.
COc1ccc(/C=C/c2nc3ccccc3c(=O)o2)cc1 was read as Granule exo inh 0, aDG glyco act -0.1, MC4R antag cAMP 15, hiPSC survival 0.0, ABCB6 inh MLPCN 99, ABHD5-PLIN5 inh -3, MC4R ag barr -1.2, Glyco luc inh -24, HTR2A ag 0 and H9c2 protect -10.
For COC(C(=O)Nc1ccnn1C1CCN(Cc2cnn(C)c2)CC1)c1ccccc1 (stereo not drawn) the results were Granule exo inh -5, aDG glyco act 0.0, MC4R antag cAMP 2, hiPSC survival -0.3, ABCB6 inh MLPCN 99, ABHD5-PLIN5 inh 1, MC4R ag barr -3.5, Glyco luc inh 0, HTR2A ag 2 and H9c2 protect 3.
`Cc1ccc(OCCCC(=O)Nc2ccc(Br)cc2)cc1` gave Granule exo inh -4, aDG glyco act -0.1, MC4R antag cAMP 5, hiPSC survival -3.4, ABCB6 inh MLPCN 100, ABHD5-PLIN5 inh -1, MC4R ag barr -0.9, Glyco luc inh 2, HTR2A ag -1 and H9c2 protect -10.
For CCOc1ncccc1C(=O)NNC(=O)c1cccc(S(=O)(=O)Nc2ccc(OC)cc2)c1 the results were Granule exo inh -2, aDG glyco act 0.0, MC4R antag cAMP 12, hiPSC survival -0.3, ABCB6 inh MLPCN 98, ABHD5-PLIN5 inh 2, MC4R ag barr -2.4, Glyco luc inh 2, HTR2A ag -2 and H9c2 protect -5.
`COc1ccc(N2C(=O)CCC(C(=O)NCCCN3CCC(C)CC3)C2c2ccc(OC)c(OC)c2)cc1` (stereo not drawn) gave Granule exo inh -1, aDG glyco act -0.3, MC4R antag cAMP -7, hiPSC survival 0.2, ABCB6 inh MLPCN 103, ABHD5-PLIN5 inh -2, MC4R ag barr -2.9, Glyco luc inh 1, HTR2A ag 3 and H9c2 protect -5.
Screening CCOc1ccc(NC(=O)CCc2nnc3ccc(N4CCC5(CC4)OCCO5)nn23)cc1 returned Granule exo inh -1, aDG glyco act 0.1, MC4R antag cAMP -1, hiPSC survival -0.1, ABCB6 inh MLPCN 97, ABHD5-PLIN5 inh -7, MC4R ag barr 0.2, Glyco luc inh 1, HTR2A ag -3 and H9c2 protect -1.
Screening O=C(Nc1ccc(Cl)cc1F)C1CC(=O)N(Cc2ccco2)C1 (stereo not drawn) returned Granule exo inh 1, aDG glyco act 0.2, MC4R antag cAMP 6, hiPSC survival -0.2, ABCB6 inh MLPCN 96, ABHD5-PLIN5 inh 14, MC4R ag barr 2.1, Glyco luc inh 0, HTR2A ag 1 and H9c2 protect 4.
Screening CC(=O)N(C)c1ccc(NS(=O)(=O)c2cc(Cl)ccc2Cl)cc1 returned Granule exo inh -4, aDG glyco act -0.2, MC4R antag cAMP 9, hiPSC survival 0.3, ABCB6 inh MLPCN 102, ABHD5-PLIN5 inh -2, MC4R ag barr -2.9, Glyco luc inh 6, HTR2A ag -2 and H9c2 protect -3.
For C/C(=N\N=C1\NC(=O)CC(C(=O)O)S1)c1ccc(F)cc1 (stereo not drawn) the results were Granule exo inh 3, aDG glyco act -0.1, MC4R antag cAMP 5, hiPSC survival 1.9, ABCB6 inh MLPCN 96, ABHD5-PLIN5 inh 7, MC4R ag barr 0.3, Glyco luc inh 3, HTR2A ag 8 and H9c2 protect 2.
CN(C)CCNC(=O)c1ccc(CS(=O)(=O)c2c(Cl)cccc2Cl)o1 was read as Granule exo inh -4, aDG glyco act -0.2, MC4R antag cAMP 0, hiPSC survival -2.7, ABCB6 inh MLPCN 99, ABHD5-PLIN5 inh 2, MC4R ag barr -1.7, Glyco luc inh -3, HTR2A ag 1 and H9c2 protect 17.
Cc1ccc(-c2nnc(SCc3ccc(C#N)cc3)n2Cc2ccco2)cc1 was read as Granule exo inh 0, aDG glyco act 0.3, MC4R antag cAMP 1, hiPSC survival -1.6, ABCB6 inh MLPCN 97, ABHD5-PLIN5 inh -3, MC4R ag barr -2.8, Glyco luc inh -3, HTR2A ag -7 and H9c2 protect 2.
For CN(CCC#N)c1ccc(/C=C(\C#N)c2ccccn2)cc1 the results were Granule exo inh inconclusive, aDG glyco act 0.7, MC4R antag cAMP 1, hiPSC survival -2.6, ABCB6 inh MLPCN 96, ABHD5-PLIN5 inh 2, MC4R ag barr -1.2, Glyco luc inh -16, HTR2A ag -2 and H9c2 protect -8.
`COCCN(Cc1ccccc1)C(=O)C1CCN(C(=O)Nc2ccccc2)CC1` gave Granule exo inh 18, aDG glyco act 0.0, MC4R antag cAMP -7, hiPSC survival -0.2, ABCB6 inh MLPCN 100, ABHD5-PLIN5 inh 5, MC4R ag barr -0.2, Glyco luc inh 5, HTR2A ag 4 and H9c2 protect 0.
